L3MBTL1 inh: L3MBTL1 (human) inhibition | AID 485360 | AlphaScreen L3MBTL1–H3K9me1 peptide binding | Potency, µM (highest dose often 57.1 µM), without a hit: at the highest dose activity, negative = inhibition, hits mostly inhibitors | 0.66% of 230,000 active; also: nearly all actives have a fitted effect of over 60% in size
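AlphaScreen assay: L3MBTL1 (50 nM final) was preincubated 30 min at room temperature with biotinylated H3(1-15)K9me1 peptide (75 nM final), then 30 min with library compounds; streptavidin donor and nickel chelate acceptor beads (10 ug/mL final) added, 30 min dark.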
ALDH1A1 inh: blocks purified human ALDH1A1 activity. P00352. Purified ALDH1A1, NADH fluorescence, propionaldehyde substrate. Potency, µM (highest dose often 75.3 µM), for inactives: top-dose activity, negative = inhibition, most hits filed as inhibitors. 7.3% of 220,000 active. AID 1030; active = well fitted inhibition curve with a large enough effect, not every such curve was filed as active; inconclusive = small, poorly fitted or top-dose-only effect, or another doubt; inactive = no such curve, though single readings can be large or run the other way;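 also: plate controls were no enzyme wells and a reference inhibitor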
GLA spleen mod: alpha-galactosidase A (human) modulation; P06280; human spleen homogenate, 4MU-alpha-Gal fluorescence, 40 min; Potency, µM (top dose mostly 80 µM), for inactives: at the highest dose activity change, negative = inhibition, actives largely listed as inhibitors; 0.008% of 240,000 active; AID 2107;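 also: 0% = enzyme with vehicle and -100% = no enzyme basal signal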
Target sequence (P06280 32-429 limits assumed): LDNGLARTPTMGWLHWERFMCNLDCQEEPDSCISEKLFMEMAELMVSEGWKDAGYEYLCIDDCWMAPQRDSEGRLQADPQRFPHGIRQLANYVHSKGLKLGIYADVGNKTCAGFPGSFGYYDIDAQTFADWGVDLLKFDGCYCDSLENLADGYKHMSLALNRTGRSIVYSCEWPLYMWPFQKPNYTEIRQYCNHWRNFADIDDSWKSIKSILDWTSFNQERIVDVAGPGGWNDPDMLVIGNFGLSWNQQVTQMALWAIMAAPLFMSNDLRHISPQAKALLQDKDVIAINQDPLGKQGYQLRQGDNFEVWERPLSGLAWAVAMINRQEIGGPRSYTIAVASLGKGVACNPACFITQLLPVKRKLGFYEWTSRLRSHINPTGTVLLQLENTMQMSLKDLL
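Spleen homogenate 1 ug + cpd (titration) + 4-MU-alpha-D-galactopyranoside 1 mM; 37C 40 min; 50 mM citrate/phosphate pH 5.0, 0.01% Tween-20; stop pH 10; fluorescence 365/440; AC50 via Hill.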
Tau fluor counter: counter-screen for tau fibril formation inhibitors. Potency, µM (top dose mostly 57.7 µM), for the others: top-dose activity change, negative = decrease. tau K18 P301L Alexa594 fluorescence, heparin fibrillization. 0.93% of 280,000 active; also: nearly all actives have a fitted effect of over 55% in size
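Human K18 P301L tau (15 uM unlabeled plus 0.24 uM Alexa 594-labeled, final) in 100 mM sodium acetate pH 7 was mixed with compound and 20 uM heparin and incubated 6 hr at 37 C.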
Tau ThT inhib: tau fibrillization inhibition (ThT binding) | Potency, µM (titrated, usually from 57.4 µM), for inactives: at the top dose activity, negative = inhibition, hits mostly inhibitors | recombinant tau K18 P301L (four-repeat tau fragment), heparin-induced fibrillization, ThT fluorescence | P10636 | 2.1% of 270,000 active; also: nearly all actives have a fitted effect of over 55% in size
Target sequence (P10636 561-689 P618L limits assumed): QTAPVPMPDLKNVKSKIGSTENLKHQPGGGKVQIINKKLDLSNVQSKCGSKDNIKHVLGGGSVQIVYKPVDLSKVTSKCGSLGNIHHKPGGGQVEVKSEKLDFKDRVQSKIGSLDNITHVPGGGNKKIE
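Recombinant human tau K18 fragment […] carrying P301L, 15 uM unlabeled plus 0.24 uM Alexa 594-labeled, was fibrillized with 20 uM heparin in 100 mM sodium acetate pH 7 for 6 hr at 37 C; 30 uM ThT fluorescence read after 1 hr.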
Tau fibril FP: inhibitors of human tau fibril formation; P10636; K18 P301L tau heparin fibrillization, Alexa594 FP, 6 h; Potency, µM (top dose mostly 57.7 µM), for inactives: at the top dose activity, negative = inhibition, hits mostly inhibitors; 0.39% of 280,000 active; also: nearly all actives have a fitted effect of over 55% in size
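K18 P301L tau (15 uM unlabeled/0.24 uM Alexa 594-labeled, final) + compound + heparin 20 uM final; 100 mM NaOAc pH 7; 6 hr 37 C; ThT 30 uM final added, 1 hr RT; FP ex 555/em 632 nm.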
TexasRed fluor: counter-screen for TRb-SRC2 inhibitors: fluorescence interference; TRb/SRC2 Texas Red total fluorescence interference; Potency, µM (doses to about 106 µM), for inactives: top-dose fluorescence change, negative = quenching; 0.29% of 280,000 active; active = well fitted curve in either direction with a large enough effect; inconclusive = small, poorly fitted or top-dose-only effect
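Human TRβ ligand-binding domain (0.6 uM) and Texas Red SRC2 peptide (20 nM) in Tris buffer with 1 uM T3 and 5% DMSO were incubated with pinned compound for 5 hr at ambient temperature. Total fluorescence was computed as S + 2P (555/632 nm).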
TRb SRC2 PPI: inhibitors of human thyroid hormone receptor beta-SRC2 interaction. P10828. TRbeta-SRC2 peptide binding, fluorescence polarization; receptor liganded with 1 µM T3. Potency, µM (doses to about 106 µM), for the others: top-dose activity change, negative = inhibition, actives largely listed as inhibitors. 0.065% of 280,000 active;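 also: plate controls were bound peptide for no effect and peptide without receptor for full effect; nearly all actives have a fitted effect of over 50% in size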
Target sequence (P10828 whole entry, looked up): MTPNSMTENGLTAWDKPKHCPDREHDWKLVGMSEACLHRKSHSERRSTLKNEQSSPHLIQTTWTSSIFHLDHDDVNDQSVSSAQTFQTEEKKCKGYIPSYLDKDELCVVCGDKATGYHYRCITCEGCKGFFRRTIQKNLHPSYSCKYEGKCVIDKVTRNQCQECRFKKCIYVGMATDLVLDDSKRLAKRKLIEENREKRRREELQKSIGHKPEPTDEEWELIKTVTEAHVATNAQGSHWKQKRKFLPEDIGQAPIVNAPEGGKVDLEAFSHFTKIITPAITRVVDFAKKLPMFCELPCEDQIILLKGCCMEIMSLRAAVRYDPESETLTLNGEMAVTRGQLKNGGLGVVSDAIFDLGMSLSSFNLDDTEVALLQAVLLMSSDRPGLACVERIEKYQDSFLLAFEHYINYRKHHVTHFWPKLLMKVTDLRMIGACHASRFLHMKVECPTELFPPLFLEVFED
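Fluorescence polarization of 20 nM Texas Red SRC2 peptide with 0.6 uM human TRb ligand-binding domain, in Tris buffer with 1uM T3 and 5% DMSO. Incubated 5 hr ambient; normalized to unbound and bound controls.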
Starred values were filed as active, the others as inactive; ? = inconclusive; · = not tested or not shown; & = joins results of further samples; [ ] = remark or other dose. Unless noted, calls follow the shape of the dose curve; as a rule, active = well fitted curve in the direction sought with a large enough effect; inconclusive = small, poorly fitted or top-dose-only effect, or another doubt; inactive = no such curve, though single readings can be large; an effect the other way counts as inactive or inconclusive. Unless noted, % is scaled to controls: 0 for no effect and ±100 for the full control effect; potency is read from the fitted curve at half-maximal effect.

Start of the listing, in advance (10 entries):
1. CC(=O)Nc1ccc(NCc2nnc3n2CCCCC3)cc1
2. Cc1cc(C)cc(-n2ccnc2SCC(=O)Nc2ccc3c(c2)OCCO3)c1
3. Cc1ccc(NC(=S)NC(=O)c2ccc(Br)o2)c(C)c1
4. O=C(Cc1ccccc1)NCc1ccncc1
5. COC(=O)C/C=C\[C@@H](C)[C@@H](/C=N\OC[C@@H](O)[C@H]1O[C@H]2OC(C)(C)O[C@H]2[C@@H]1O)OC
6. CCN(CC)S(=O)(=O)c1ccc2c(c1)nc(CCC(=O)OCC(=O)Nc1c(F)cccc1F)n2C
7. CCCCOc1ccc(C(=O)Nc2ccc(S(=O)(=O)Nc3nc(C)cc(C)n3)cc2)cc1
8. C/C(=N\S(=O)(=O)c1ccc(C)cc1)Nc1cc(C(C)C)c(O)cc1C
9. CN(C(=O)CCNC(=O)Cn1cnc2ccccc2c1=O)c1ccccc1F
10. Cc1ccc(N(CC(=O)Nc2ccccc2-c2ccccc2)S(=O)(=O)c2ccccc2)c(C)c1

screen / no.	1	2	3	4	5	6	7	8	9	10
L3MBTL1 inh	·	?	-4%	8%	·	-1%	·	0%	·	-6%
ALDH1A1 inh	·	?	?	?	-4%[13.5 µM]	10µM*	·	2.8µM*	·	-7%
GLA spleen mod	·	-1%	0%	9%	-3%[17.5 µM]	-7%	·	-3%	·	-2%
Tau fluor counter	2%	-15%	-5%	-10%	-4%[11.6 µM]	-8%	?	-20%	-13%	-19%
Tau ThT inhib	3%	-15%	-2%	?	1%[11.5 µM]	7%	?	-7%	-7%	-10%
Tau fibril FP	8%	11%	-6%	-7%[2.34 µM]	-3%[11.6 µM]	2%	7%	-12%	-6%	-2%
TexasRed fluor	-1%	-2%	-1%	-2%	-2%[11.2 µM]	-5%	-2%	0%	-19%	-1%
TRb SRC2 PPI	-6%	-26%	0%	2%	0%[11.2 µM]	3%	3%	-3%	1%	-4%

The listing (from the top)
1. CC(=O)Nc1ccc(NCc2nnc3n2CCCCC3)cc1
2. Cc1cc(C)cc(-n2ccnc2SCC(=O)Nc2ccc3c(c2)OCCO3)c1
3. Cc1ccc(NC(=S)NC(=O)c2ccc(Br)o2)c(C)c1
4. O=C(Cc1ccccc1)NCc1ccncc1
5. COC(=O)C/C=C\[C@@H](C)[C@@H](/C=N\OC[C@@H](O)[C@H]1O[C@H]2OC(C)(C)O[C@H]2[C@@H]1O)OC
6. CCN(CC)S(=O)(=O)c1ccc2c(c1)nc(CCC(=O)OCC(=O)Nc1c(F)cccc1F)n2C
7. CCCCOc1ccc(C(=O)Nc2ccc(S(=O)(=O)Nc3nc(C)cc(C)n3)cc2)cc1
8. C/C(=N\S(=O)(=O)c1ccc(C)cc1)Nc1cc(C(C)C)c(O)cc1C

screen / no.	1	2	3	4	5	6	7	8
L3MBTL1 inh	·	?	-4%	8%	·	-1%	·	0%
ALDH1A1 inh	·	?	?	?	-4%[13.5 µM]	10µM*	·	2.8µM*
GLA spleen mod	·	-1%	0%	9%	-3%[17.5 µM]	-7%	·	-3%
Tau fluor counter	2%	-15%	-5%	-10%	-4%[11.6 µM]	-8%	?	-20%
Tau ThT inhib	3%	-15%	-2%	?	1%[11.5 µM]	7%	?	-7%
Tau fibril FP	8%	11%	-6%	-7%[2.34 µM]	-3%[11.6 µM]	2%	7%	-12%
TexasRed fluor	-1%	-2%	-1%	-2%	-2%[11.2 µM]	-5%	-2%	0%
TRb SRC2 PPI	-6%	-26%	0%	2%	0%[11.2 µM]	3%	3%	-3%

9. CN(C(=O)CCNC(=O)Cn1cnc2ccccc2c1=O)c1ccccc1F
10. Cc1ccc(N(CC(=O)Nc2ccccc2-c2ccccc2)S(=O)(=O)c2ccccc2)c(C)c1
11. COc1ccc(-n2nc(C(=O)N3CCN(c4cccc(C(F)(F)F)c4)CC3)c3c4ccccc4n(C)c3c2=O)cc1Cl
12. CCSc1ncc(C)cc1[N+](=O)[O-]
13. c1ccc(-c2nc3ccccc3o2)nc1
14. CSCCC(NC(N)=O)C(=O)N(C)CC(=O)Nc1cc(C)ccc1C (stereo unspecified)
15. Cc1cc(Cl)ccc1OCC(=O)NNC(=O)C1CCCO1 (stereo unspecified)
16. c1ccc(OCCSc2nnnn2C2CCCCC2)cc1

screen / no.	9	10	11	12	13	14	15	16
L3MBTL1 inh	·	-6%	·	-18%	3%	·	·	36%[activator]
ALDH1A1 inh	·	-7%	·	5%	?	6%	3%	?
GLA spleen mod	·	-2%	·	1%	6%	-3%	-3%	-1%
Tau fluor counter	-13%	-19%	-4%	4%	-6%	-1%	-10%	-3%
Tau ThT inhib	-7%	-10%	-4%	10%	-12%	-2%	-6%	-5%
Tau fibril FP	-6%	-2%	-10%	-7%	3%	7%	?	7%
TexasRed fluor	-19%	-1%	-1%	-2%	-1%	-6%	0%	-2%
TRb SRC2 PPI	1%	-4%	5%	-3%	-10%	-2%	-12%	2%

17. Cc1cccc(C(=O)n2c(=S)nc3ccccn32)c1
18. COc1ccc(NC(=O)Nc2nnc(CC(=O)NCc3ccccc3)s2)cc1
19. COC(=O)c1cccc(NC(=O)Cc2coc3cc(OC)ccc23)c1
20. CC(C)OCCCn1c(SCC(=O)N2CCc3ccccc32)nc2ccccc2c1=O
21. CC(=O)/C(=N/Nc1ccc([N+](=O)[O-])cc1)N1CCCc2ccccc21
22. C=CCn1c(SCC(=O)c2cc(C)n(C(C)COC)c2C)nc2sc(C)c(C)c2c1=O (stereo unspecified)
23. COc1ccc(-n2cnnc2SCC(=O)N2CCN(S(=O)(=O)c3ccccc3)CC2)cc1
24. CC1CNCCN1S(=O)(=O)c1cccc2cnccc12 (stereo unspecified)

screen / no.	17	18	19	20	21	22	23	24
L3MBTL1 inh	·	5%	-5%	8%	·	-12%	·	7%&5%
ALDH1A1 inh	10µM*	6%	?	-10%	·	-2%	-14%	-1%&2%&2%
GLA spleen mod	-13%	0%	0%	6%	-2%	5%	8%	-17%&15%&11%&8%
Tau fluor counter	-16%	-13%	-12%	-18%	-5%	-20%	4%	-17%&-20%&-4%&-4%
Tau ThT inhib	?	1%	-15%	-8%	·	?	10%	-14%&-15%&-7%&0%
Tau fibril FP	?	2%	-6%	-13%	-11%	-11%	2%	-4%&-2%&-1%&-2%
TexasRed fluor	-4%	-1%	-2%	-2%	-1%	1%	-4%	-2%&-2%&-2%&-2%
TRb SRC2 PPI	-1%	-4%	-19%	1%	2%	-10%	-4%	3%&-2%&8%&-1%

25. O=C(c1ccco1)N1CCN(C(=O)c2snc3ccc(Cl)cc23)CC1
26. Cc1sc(NC(=O)COc2cccc(-n3cnnn3)c2)c(C#N)c1C
27. c1ccc(-c2nc3nc4ccccc4nc3n2Cc2ccco2)cc1
28. COc1ccc(CC(=O)OCC(=O)Nc2ccc(Cl)cn2)cc1
29. O=C(CSc1ccccc1)N1CCN(c2ccccc2)CC1
30. O=C(NNc1ccccc1C(F)(F)F)c1cccs1
31. COc1ccc2c(c1)C(C)=CC(C)(C)N2C(=O)CNCc1ccc2c(c1)OCO2
32. O=C(c1cc(Cl)nc2ccccc12)N1CCCCC1

screen / no.	25	26	27	28	29	30	31	32
L3MBTL1 inh	-2%	-1%	10%	·	3%	5%	-9%	-4%
ALDH1A1 inh	?	?	?	?	-5%	0%	?	-8%
GLA spleen mod	6%	6%	0%	6%	3%	-9%	10%	-13%
Tau fluor counter	0%	-8%	-10%	-11%	-1%	-8%	4%	0%
Tau ThT inhib	-4%	1%	?	0%	-12%	-7%	-5%	-2%
Tau fibril FP	3%	-11%	-5%	-6%	12%	-10%	-1%	0%
TexasRed fluor	0%	-8%	?	1%	-1%	0%	-4%	-2%
TRb SRC2 PPI	1%	1%	-2%	7%	1%	-4%	2%	-4%

33. Nc1nnc(SC2CC(=O)N(c3ccccc3)C2=O)s1 (stereo unspecified)
34. CCN1CCc2c(sc(NC(=S)NC(=O)c3ccco3)c2C(N)=O)C1
35. CCOc1ccc(S(=O)(=O)c2c(C(=O)c3ccc(CC)cc3)cnc3ccc(C)cc23)cc1
36. O=C(Nc1ccc(F)cc1)c1oc2ccccc2c1NC(=O)C12CC3CC(CC(C3)C1)C2
37. CCc1ccc(C(=O)NNc2ccc(F)cc2)cc1
38. COCCNC(=O)C(c1cccc(OC)c1)N(C(=O)Cn1nnc2ccccc21)c1cccnc1 (stereo unspecified)
39. N#CCC(=N)N1CCN(c2ccc(F)cc2)CC1
40. CCC(C)NC(=O)CSc1nnc(-c2ccoc2C)n1CC1CCCO1 (stereo unspecified)

screen / no.	33	34	35	36	37	38	39	40
L3MBTL1 inh	·	-14%	·	·	8%	·	·	-1%
ALDH1A1 inh	3.5µM*	7.9µM*	·	·	?	-8%	11µM*	10%
GLA spleen mod	3%	-5%	·	·	0%	7%	2%	-9%
Tau fluor counter	-19%	-17%	-18%	-14%	-13%	-5%	-21%	-2%
Tau ThT inhib	?	?	?	12%	-14%	-4%	?	-12%
Tau fibril FP	-1%	-12%	-12%	?	4%	2%	-7%	4%
TexasRed fluor	0%	-4%	-19%	-1%	1%	-1%	-7%	-6%
TRb SRC2 PPI	-4%	-3%	2%	0%	-6%	0%	-5%	-5%

41. Cc1ccc(Cl)cc1N1CCN(C(=O)c2cccn3c(=O)c4cc(Cl)ccc4nc23)CC1
42. COCCn1c(N)c(N(Cc2ccccc2)C(=O)c2oc3ccccc3c2C)c(=O)[nH]c1=O
43. Cc1ccc(N2CCN(S(=O)(=O)c3ccc(Cl)c4ccccc34)CC2)c(C)c1
44. CCCNS(=O)(=O)c1ccc(OCC(=O)N(C)Cc2ccccc2)cc1

screen / no.	41	42	43	44
L3MBTL1 inh	·	·	·	6%
ALDH1A1 inh	·	?	·	·
GLA spleen mod	·	-2%	·	1%
Tau fluor counter	-12%	0%	-21%	-4%
Tau ThT inhib	2%	-6%	-8%	-3%
Tau fibril FP	7%	8%	-10%	-3%
TexasRed fluor	-6%	-1%	3%	0%
TRb SRC2 PPI	5%	-3%	0%	5%
